High-throughput results as filed in PubChem.
PfHsp90 set2: reduces growth (ATP signal) of yeast expressing P. falciparum Hsp90; inhibition, % at 9.4 µM; hit rate 0.32% among 310,000; S. cerevisiae expressing PfHsp90, BacTiter-Glo ATP, 48 h; yeast lacking PDR1 and PDR3 efflux regulators;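 active = every replicate shows inhibition above about 80%, whatever the replicate mean, limit read from the data; inconclusive = mean inhibition reaches the set limit but some replicate falls short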;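 note: 0% = DMSO neutral controls and 100% = 20 µM radicicol positive controls; yeast relying on Plasmodium falciparum Hsp90 in place of its own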
PvdQ acylase: blocks Pseudomonas aeruginosa PvdQ acylase activity | purified PvdQ acylase, fluorescence plate reader | inhibition, % at 10 µM | hit rate 0.063% among 340,000; in the data active = inhibition above about 30%, passing the limit was not always enough; inconclusive = no clear call, values can overlap the other calls;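 note: 0% = vehicle neutral wells and 100% = reference inhibitor wells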
CAL PDZ FP-1: inhibitors of human CAL PDZ peptide binding | purified CAL PDZ, TMR-peptide fluorescence polarization, 1 h | hit rate 0.02% among 330,000 | inhibition, % at 20 µM | AID 504414;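 active = highest replicate inhibition of at least 40%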;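 note: plate controls were DMSO neutral control wells for no effect and unlabeled competitor peptide control wells for full effect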
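System: purified tagged CAL PDZ domain construct (CerCALP). Schedule: 1 h incubation at room temperature before polarization reading. Medium: 25 mM sodium phosphate pH 7.4, 150 mM NaCl, TCEP, IgG, Thesit. Read-out: percent inhibition from loss of millipolarization. Measured by: FP readout, S and P plane fluorescence. Probe or stimulus: fluorescent TMR peptide probe.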
dFosB activator: mouse delta FosB homodimer activation; P13346; hit rate 0.99% among 340,000; activation, % at 25 µM; purified delta FosB, TAMRA-CDK5 oligo fluorescence polarization; percent of positive-control signal above neutral wells;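 active = mean activation above about 17%, with every replicate also reaching it, limit read from the data, passing the limit was not always enough; inconclusive = only one of the two conditions met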;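 note: fluorescence polarization rise as delta FosB binds a TAMRA Cdk5 AP-1 oligo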
Target sequence (P13346 whole entry, looked up): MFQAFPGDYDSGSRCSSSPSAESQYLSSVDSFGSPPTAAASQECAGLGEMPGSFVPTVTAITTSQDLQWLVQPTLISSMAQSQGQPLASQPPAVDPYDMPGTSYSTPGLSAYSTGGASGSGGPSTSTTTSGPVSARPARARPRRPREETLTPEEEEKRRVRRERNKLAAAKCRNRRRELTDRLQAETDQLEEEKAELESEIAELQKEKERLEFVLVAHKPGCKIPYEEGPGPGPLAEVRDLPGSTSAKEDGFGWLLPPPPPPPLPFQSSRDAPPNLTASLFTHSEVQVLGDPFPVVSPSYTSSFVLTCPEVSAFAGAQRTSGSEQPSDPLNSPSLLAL
SR-BI DiI-HDL act: enhances SR-BI lipid uptake from DiI-HDL; activation, % at 12.5 µM; hit rate 0.096% among 320,000; CHO ldlA[mSR-BI] cells, DiI-HDL uptake fluorescence, 3 h; 100 = double the neutral-control signal;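 active = mean replicate activation of at least 60% and every replicate at or above 60%; inconclusive = mean or all-replicate condition met, but not both; inactive = mean below 60% and not all replicates reaching 60%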;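 note: 0% = median plate neutral-control signal and 100% = twice that signal; values of inactives mirror those of a sister screen read the other way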
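Material – SR-BI-overexpressing, LDLR-lacking CHO cells · Medium – BSA-supplemented, HEPES-buffered Ham's F12, pH 7.4 · Doses – single concentration · Times – compound with DiI-HDL co-incubation, 3 h at 37 °C · Measured by – bottom-read fluorescence, 550/595 nm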
NSD2 HMT inh: blocks human histone methyltransferase NSD2 | O96028 | inhibition, % at 12.5 µM | NSD2 peptide methylation, AlphaScreen, 120 min | AID 743445 | hit rate 0.54% among 310,000; in the data active = inhibition above about 50%
SR-BI HDL uptake: blocks mouse SR-BI lipid uptake from DiI-HDL; ldlA[mSR-BI] CHO cells, DiI-HDL uptake fluorescence, 3 h; inhibition, % at 12.5 µM; hit rate 0.96% among 320,000;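 active = mean replicate inhibition of at least 70% and a set share of replicates each scoring 70 or more; inconclusive = meets just one of the two criteria; inactive = fails both criteria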;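 note: 0% = median of neutral control wells and 100% = median of positive control wells; values of inactives mirror those of a sister screen read the other way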
Target sequence (Q61009 whole entry, looked up): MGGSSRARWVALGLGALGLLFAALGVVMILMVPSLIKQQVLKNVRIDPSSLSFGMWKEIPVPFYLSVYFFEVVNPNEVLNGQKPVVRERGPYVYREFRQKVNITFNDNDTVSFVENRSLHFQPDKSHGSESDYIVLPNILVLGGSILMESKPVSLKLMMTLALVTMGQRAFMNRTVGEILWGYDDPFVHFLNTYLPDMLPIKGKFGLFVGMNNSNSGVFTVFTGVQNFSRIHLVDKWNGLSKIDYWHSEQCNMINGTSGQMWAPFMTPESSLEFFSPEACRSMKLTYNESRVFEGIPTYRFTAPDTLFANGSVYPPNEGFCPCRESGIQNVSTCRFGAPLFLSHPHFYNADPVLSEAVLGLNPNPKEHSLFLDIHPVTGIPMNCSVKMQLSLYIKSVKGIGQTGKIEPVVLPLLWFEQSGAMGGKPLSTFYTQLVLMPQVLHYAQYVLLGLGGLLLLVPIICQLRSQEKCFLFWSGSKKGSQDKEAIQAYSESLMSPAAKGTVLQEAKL
CAL PDZ FP-2: blocks peptide binding to the human CAL PDZ domain; AID 602252; Q9HD26; inhibition, % at 24.9 µM; purified CAL PDZ, TMR-peptide fluorescence polarization, 1 h; hit rate 0.92% among 300,000;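 active = mean inhibition of at least 30% with at least half of replicates also reaching 30%; inconclusive = no clear call, values can overlap the other calls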;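 note: 0% = DMSO neutral control and 100% = excess unlabeled competitor peptide PRC23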
Rtt109 HAT inh: inhibitors of Candida albicans Rtt109/Vps75 histone acetyltransferase | Q5AAJ8 | purified Rtt109/Vps75, ThioGlo CoA-SH fluorescence, 4 h | inhibition, % at 34.9 µM | hit rate 0.16% among 330,000 | AID 540336;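 active = inhibition of at least 50% in every replicate; inconclusive = best replicate reaches 50% inhibition but some replicates fall short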
MITF TRPM1 HTS: increases MITF-driven TRPM1 promoter luciferase signal | AID 588334 | SK-MEL-5 TRPM1-promoter luciferase, 24 h; % of positive control, neutral wells = 0 | activation, % at 12.5 µM | hit rate 0.75% among 300,000;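 active = mean activation of at least 80% with every replicate also reaching 80%; inconclusive = mean reaches 80% but some replicate falls short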;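 note: 0% = neutral control wells and 100% = parthenolide positive control wells; values of inactives mirror those of a sister screen read the other way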
* marks the source's active call; other numbers are inactive results; ? = inconclusive; . = no result given. This is a random part of the collection. About 4.3% of those tested had a hit in this group.

SMILES	PfHsp90 set2	PvdQ acylase	CAL PDZ FP-1	dFosB activator	SR-BI DiI-HDL act	NSD2 HMT inh	SR-BI HDL uptake	CAL PDZ FP-2	Rtt109 HAT inh	MITF TRPM1 HTS
O=C(c1ccco1)N1CCN(c2ccc([N+](=O)[O-])cc2Cl)CC1	-42	-2	-2.5	-3	.	3	.	-2	-5	10
CC(Sc1nnnn1-c1ccccc1)C(=O)NC1CCCC1 (stereo unspecified)	3	-6	-0.2	-3	2	-3	-2	-1	9	2
C=C(C)COc1ccc(-c2[nH]ncc2Oc2ccccc2OCC)c(O)c1	-23	-10	-0.4	1	9	0	-9	0	-21	1
CCCCc1nnc(NC(=O)c2ccc3[nH]c(=O)c(=O)[nH]c3c2)s1	4	7	-3.1	?	-6	2	6	-5	6	-2
O=C(Nc1ccc(-n2nncc2-c2ccco2)cc1)c1ccc(F)cc1	11	11	-3.5	-9	-35	2	35	.	11	-2
CCOC(=O)c1c(C)n(C)c2ccc(OC)c(NC(=O)CN3CCC4(CC3)OCCO4)c12	13	-11	0.1	2	51	.	-51	1	-4	.
COc1ccc(-c2cc(C(=O)O)c3sc(N4CCCCC4)nc3n2)cc1OC	7	-7	-2.3	0	12	0	-12	-5	-5	8
O=C(NCC(c1ccco1)N1CCCC1)c1ccc(Cl)c(S(=O)(=O)N2CCc3ccccc32)c1 (stereo unspecified)	.	5	-2.9	23*	-8	1	8	-5	14	28
Cc1cc(C)n2ncc(C(=O)Nc3cccc(O)c3)c2n1	-14	-6	-2.0	2	4	27	-4	1	-1	-22
CC(C(=O)Nc1nc(-c2ccc(F)c(F)c2)cs1)N1C(=O)C2CC=CCC2C1=O (stereo unspecified)	8	-15	-3.9	0	-34	0	34	.	13	5
CCn1cc(CNC(=O)c2cc(-c3ccccc3OC)nc3ccccc23)c(C)n1	-11	-19	-5.1	-9	-62	3	62	-8	-13	.
COC(=O)c1ccccc1NC(=O)c1noc2c1CC(C(C)(C)C)CC2 (stereo unspecified)	.	-10	-1.2	-2	-44	-6	44	.	1	8
Cc1nc(SCc2nc3ccc(F)cc3[nH]2)c2oc3ccccc3c2n1	6	-14	-3.9	-5	-1	.	1	-5	16	-11
COc1cc(S(=O)(=O)N2CCCCC2)ccc1NC(=O)c1ccccc1Cl	17	-11	-1.1	-5	-59	.	59	0	-8	10
O=C(O)c1cc([N+](=O)[O-])ccc1NCCCc1ccccc1	-13	-4	-2.0	-1	4	.	-4	-4	20	17
CCOC(=O)N1CCN(Cc2ccccn2)CC1	-2	-27	-0.8	-6	.	-3	-11	-3	6	-7
COc1cc(C2CC(=O)N3CN(Cc4ccccc4)CSC3=C2C#N)ccc1OCc1ccccc1 (stereo unspecified)	-6	4	0.4	-9	-40	.	40	-3	6	7
Cc1ccccc1NC(=O)CN1C(=O)S/C(=C\c2ccc(-c3cc(C(=O)O)ccc3C)o2)C1=O	4	2	-1.7	-13	-8	14	8	-3	9	11
O=C(COC(=O)c1ccccc1Oc1ccccc1)NC1CC1	8	-5	0.9	2	-11	.	11	-3	-16	-12
CC(C)CCNC(=O)c1ccc(-n2cnc3cccnc32)cc1	18	-15	-1.4	-5	-15	-2	15	11	-1	23
COCCN(CC(=O)Nc1cc(Cl)ccc1-n1cncn1)Cc1nc2ccccc2c(=O)[nH]1	-6	-14	-0.9	-3	15	-2	-15	0	3	-6
OCC[C@@H]1C[C@@H](O)[C@H](O)[C@@]2(Cc3ccccc3CO2)O1	-6	-8	-0.4	-2	17	.	-17	1	0	-3
CCOc1ccc(C(=O)OCC(=O)NC2CCCCCCC2)cc1	-33	-16	-2.0	-2	-15	0	15	1	-4	-5
O=C(Nc1nnc(SCC(=O)N2CCCC2)s1)C1CC(=O)N(c2ccccc2)C1 (stereo unspecified)	-13	-10	0.3	1	13	1	-13	.	-2	13
CN=C(Nc1ccc(C(=O)OC)s1)c1ccccc1	-7	-5	-0.6	2	-6	0	6	-7	2	4
CC(NS(=O)(=O)c1cccc(C(=O)N(C)Cc2ccc(N3CCOCC3)cc2)c1)c1ccccc1 (stereo unspecified)	0	-13	-0.3	-12	14	-2	-14	-4	-18	.
O=C(Nc1ccccc1N1CCN(C(=O)c2ccccc2)CC1)c1ccc(Br)o1	-6	-13	-1.8	-9	-21	3	21	-1	-7	-4
O=C(c1ccco1)N1CCC(c2ccccc2)C1 (stereo unspecified)	25	-9	0.1	-4	30	.	-30	-2	1	?
S=C(Nc1ccc(Br)cc1)NC1CCCC1	-21	4	-0.2	2	-3	1	3	-1	5	29
Cc1ccnc(OC(C(=O)O)C(OCc2ccccc2)(c2ccc(F)cc2)c2ccc(F)cc2)n1 (stereo unspecified)	-2	-10	-1.1	-7	16	-2	-16	-3	-4	.
CC1(c2ccccc2)NC(=O)N(CC(=O)Nc2cccc(C#N)c2)C1=O (stereo unspecified)	-9	-13	-0.7	-11	12	2	-12	-1	-10	0
COc1ccc(C(=O)NCC(=O)OCC(=O)N2CCC(C)CC2)cc1OC	.	-4	-1.2	-11	-17	-4	17	1	-11	2
COc1ccc(N(C(=O)COc2ccccc2)C2C=CS(=O)(=O)C2)c(OC)c1 (stereo unspecified)	18	-12	-3.5	-7	10	-2	-10	0	1	-7
O=C(NN=Cc1c(F)cccc1F)c1ccccc1NS(=O)(=O)c1cccs1	1	-11	-0.4	-10	-9	-1	9	-2	-2	5
CC1CC(C)CN(C(=O)COC(=O)c2ccc3ncsc3c2)C1 (stereo unspecified)	14	-1	-1.0	-4	5	-2	-5	.	13	3
COc1cc(SC)ccc1C(=O)OC(C)C(=O)Nc1ccc(NC(C)=O)cc1 (stereo unspecified)	-26	-7	-1.0	-2	-17	0	17	56*	-5	3
COc1ccccc1CNC(=O)C1CCN(S(=O)(=O)c2ccc3c(c2)OCCCO3)CC1	16	-6	-1.6	-6	-2	2	2	0	-1	3
CCCOc1ccc(C(=O)Nc2cc(-c3nn4c(C)nnc4s3)ccc2C)cc1	-2	17	-0.5	8	-56	.	56	.	13	5
COc1cc(OC)c(NC(=O)CCNC(=O)Cn2ccc3ccccc3c2=O)cc1Cl	-42	-11	-3.8	-4	-33	.	33	-2	3	-5
Cc1cc2ccccc2c(=O)n1CC(=O)N(C)c1ccc(F)cc1	-26	-4	-2.8	5	.	2	.	-1	-2	-5
O=C(c1ccco1)N1CCN(S(=O)(=O)c2ccc(F)cc2)CC1	11	-4	-0.7	5	6	.	-6	-3	-9	1
COc1ccccc1OCCNC1CCCC1	-3	-13	0.1	6	15	.	-15	2	-13	-8
COCCNC(=O)C(c1ccc(C)o1)N(C(=O)c1snc(C(N)=O)c1N)c1ccc(C)cc1 (stereo unspecified)	-22	-3	-3.2	-11	10	-1	-10	-3	4	-2
CCc1ccc2nc(-c3cccc(C)c3)nc(SCC(=O)NCC3CCCO3)c2c1 (stereo unspecified)	0	-11	-0.8	-1	-35	-4	35	-2	1	11
CC(C)OC(=O)C(NC(=O)c1ccccc1)=C1CCCCC1	-7	-8	-0.6	-2	7	-2	-7	-5	-8	-4
CCOCCCNC(=O)CN(Cc1ccc(Cl)cc1)S(C)(=O)=O	12	-3	-0.8	-6	24	.	-24	-1	0	-1
CC(=O)c1cccc(NCC(=O)c2ccc(C)c([N+](=O)[O-])c2)c1	22	-16	0.3	-10	-29	27	29	0	7	-4
O=C(N/N=C/c1ccc(O)c(O)c1)c1ccc(CSc2cccc3cccnc23)cc1	16	-7	0.6	-4	-16	10	16	-1	-20	.
O=C1CCC(=O)N1CC1CC2CCC1C2 (stereo unspecified)	-3	-22	-0.4	-4	-2	-1	2	-4	-6	2
CCOC(=O)c1cc(CC)sc1NC(=O)CN1CCN(C(=O)C2CCCO2)CC1 (stereo unspecified)	2	6	-3.6	-9	-25	3	25	-6	1	-5
OCCCc1ccc(O)c(O)c1	-3	-10	-1.2	0	10	.	-10	8	-27	.
Cc1cccc(N2CCN(C(=O)c3ccccc3NC(=O)C3CCCCC3C(=O)O)CC2)c1 (stereo unspecified)	11	-8	1.8	4	-8	1	8	-1	-2	7
CC1CCCN(c2ccc(C(=O)NCc3ccccc3)cn2)C1 (stereo unspecified)	-19	22	-0.2	-2	-14	1	14	-2	6	32
CCN1C(=O)[C@H]2[C@@H](c3ccc(-c4ccc(Cl)c(Cl)c4)cc3)N[C@@](C)(C(=O)OC)[C@H]2C1=O	-20	-11	-1.2	-3	-25	.	25	-1	5	3
Cc1ccc(NC2CCCN(C(=O)CSc3ccccn3)C2)cc1C (stereo unspecified)	16	0	-0.3	-4	32	5	-32	11	8	-11
NC(=O)N/N=C/c1ccc(-c2ccc(S(=O)(=O)Nc3ncccn3)cc2)o1	-13	-6	-1.0	-1	18	8	-18	.	-2	-4
CN(C)C(=O)CSc1n[nH]c(-c2ccco2)n1	-2	-6	-0.9	8	17	-1	-17	0	.	17
S=C1SCN(Cc2ccccn2)CN1Cc1ccco1	5	7	-1.8	-5	26	45	-26	.	5	-16
O=C(O)Cn1c2ccccc2c2n[nH]c(=S)nc21	19	13	-1.1	-3	23	23	-23	7	18	-20
Cc1ccc(C(=O)Nc2ccc3c(c2)CCC3)cc1S(=O)(=O)N1CCOCC1	-1	-8	-3.0	-11	-60	-1	60	-5	.	26
Next part
SMILES	PfHsp90 set2	PvdQ acylase	CAL PDZ FP-1	dFosB activator	SR-BI DiI-HDL act	NSD2 HMT inh	SR-BI HDL uptake	CAL PDZ FP-2	Rtt109 HAT inh	MITF TRPM1 HTS
O=C(COC(=O)c1ccc2c(c1)C(=O)N(Cc1ccco1)C2=O)NCC(F)(F)F	9	11	-1.9	0	10	16	-10	.	15	2
CCOc1ccccc1C(=O)Nc1ccc2c(c1)C(=O)NC2=O	-6	-8	-0.6	8	-43	-1	43	-1	0	9
Cc1cc(Nc2ccc(C)c(Br)c2)n2nc(C)nc2n1	2	-14	0.3	0	-13	.	13	.	-19	-11
CCN(CC)CCn1c(SCC(=O)Nc2cccc(OC)c2)nc2c(sc3ccccc32)c1=O	-16	-2	-1.4	?	12	7	-12	1	9	-20
CCCCN(CCCNC(=O)Cn1ncc2ccsc2c1=O)Cc1ccccc1	.	4	-3.0	2	1	4	-1	-4	5	10
